High-throughput results as filed in PubChem.
CFTR F508del cor = CFTR F508del correction in bronchial cells. CFBE cells, YFP halide quenching; stimulated with forskolin plus potentiator P3; % fluorescence drop versus neutral controls. activity (quench increase), % at 7.58 µM. hit rate 0.36% among 350,000;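 active = mean added fluorescence quench of at least 8% versus neutral control, with both replicates also reaching 8%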;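 also: cells transiently co-express mutant CFTR-F508del with the halide-sensitive YFP; corrector assay measuring rescue of mutant channel to the surface after 24 h compound exposure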
GSIS activator = primary screen for activators of insulin secretion dependent on glucose, INS-1E cells, GLuc reporter luminescence; hit rate 0.61% among 370,000; activation, % at 16.6 µM; INS-1E GLuc reporter insulin secretion, 2-3 h; AID 743287;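 active = lowest replicate activation of at least 40%, so every replicate reaches that level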;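 also: 0% = median of neutral control wells and 100% = median of IBMX positive control wells; some compounds called inactive have numbers as strong as hits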
ARNT TACC3 PPI = disruptors of human ARNT/TACC3 interaction. AlphaScreen His-ARNT PAS-B/GST-TACC3 binding, luminescence; TACC3 fragment carries E629A point mutation. hit rate 0.66% among 390,000. Q9Y6A5. AID 623870. inhibition, % at 9.99 µM;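 active = mean inhibition of replicates at least 50% and at least half of replicates each reaching 50%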;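 also: 0% = complete ARNT plus TACC3 wells and 100% = ARNT alone without TACC3; many hits fall short of the cut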
ERAP1 HTS inh = blocks human ERAP1 aminopeptidase activity; Q9NZ08; recombinant ERAP1, Leu-AMC fluorescence, 60 min; inhibition, % at 10.7 µM; hit rate 0.15% among 340,000;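 active = mean replicate inhibition of at least 30%, or all replicates individually reaching that 30% level; inactive = mean below 30% and not every replicate reaching it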;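 also: 0% = neutral control wells and 100% = L-leucinethiol positive control wells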
RAD52 anneal inh = blocks human RAD52 DNA annealing. P43351. recombinant RAD52 DNA annealing, FRET fluorescence. inhibition, % at 18.7 µM. hit rate 0.46% among 360,000. AID 651710;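 active = every replicate showing at least 50% inhibition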
RAD54 inh = RAD54 (human) branch migration inhibition. Q92698. RAD54 Holliday junction branch migration, FAM/BHQ fluorescence. inhibition, % at 10.4 µM. hit rate 0.14% among 360,000. AID 602329;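 active = mean normalized replicate activity at least 40 and at least half of replicates scoring 40 or more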;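 also: 0% = median of neutral control wells and 100% = median of positive control wells; inhibitors cause a drop in the FAM fluorescence signal; in these data hits start at about 50%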
Target sequence (Q92698 whole entry, looked up): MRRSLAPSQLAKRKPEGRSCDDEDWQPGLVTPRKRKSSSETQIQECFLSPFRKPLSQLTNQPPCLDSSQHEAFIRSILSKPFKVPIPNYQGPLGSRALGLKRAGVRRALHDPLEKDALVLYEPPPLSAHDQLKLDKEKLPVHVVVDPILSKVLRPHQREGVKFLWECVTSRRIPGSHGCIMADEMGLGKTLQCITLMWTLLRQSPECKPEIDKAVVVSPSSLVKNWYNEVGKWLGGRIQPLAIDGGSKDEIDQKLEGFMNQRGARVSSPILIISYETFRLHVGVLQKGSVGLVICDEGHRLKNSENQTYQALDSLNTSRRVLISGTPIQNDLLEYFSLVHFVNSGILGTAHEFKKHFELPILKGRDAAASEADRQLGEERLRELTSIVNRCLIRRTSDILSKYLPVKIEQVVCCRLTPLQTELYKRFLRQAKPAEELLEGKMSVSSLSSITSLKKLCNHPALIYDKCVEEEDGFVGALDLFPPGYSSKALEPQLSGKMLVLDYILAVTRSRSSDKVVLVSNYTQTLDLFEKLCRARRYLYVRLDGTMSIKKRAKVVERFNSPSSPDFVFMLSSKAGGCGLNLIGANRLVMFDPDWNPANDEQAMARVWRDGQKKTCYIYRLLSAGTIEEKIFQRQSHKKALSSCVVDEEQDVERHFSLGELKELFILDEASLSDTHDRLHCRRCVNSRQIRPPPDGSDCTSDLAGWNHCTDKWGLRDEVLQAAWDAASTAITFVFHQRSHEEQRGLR
Xi reactivation = X-chromosome reactivation activator. activation, % at 7.58 µM. hit rate 0.055% among 360,000. XiGFP mouse fibroblasts, % GFP-positive cells imaging, 3 d; cells co-treated with 5-aza-dC sensitizer; scaled so ellipticine positive control = 100%. AID 743238;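 active = mean normalized replicate activation at least 10% and every replicate at or above 10%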;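 also: 0% = median of on-plate neutral control wells and 100% = ellipticine 6 µM median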
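Schedule: 3 d treatment, 15 min room-temperature fixation; system: 68-5-11 XiGFP fibroblast line; buffer or medium: DMEM plus 5-aza-dC sensitizer; control set: ellipticine 6 µM positive control; compound: one concentration, pinned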
esBAF inh = inhibitors of esBAF chromatin remodeling in mouse ES cells; Bmi1-luciferase knock-in reporter, 24 h; 100% = twice the neutral-well signal; reporter increase, % at 12.5 µM; hit rate 2% among 350,000; AID 602393; in the data active = activation above about 40%;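 also: 0% = median of the plate's neutral control wells and 100% = double that signal; a rise in the Bmi1 reporter signal indicates esBAF inhibition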
The depositor's hits bear a star; . = not tested or not shown.

SMILES | CFTR F508del cor | GSIS activator | ARNT TACC3 PPI | ERAP1 HTS inh | RAD52 anneal inh | RAD54 inh | Xi reactivation | esBAF inh
NC(=O)c1cc([N+](=O)[O-])ccc1NCc1cnccn1 | 4.3 | . | -4.9 | -3.5 | -6.1 | -9.4 | 0.1 | -2.8
COc1cccc(NC(=O)CN(C)C(=O)[C@@H]2CCCN2C(=O)c2cccs2)c1 | 4.1 | . | 5.5 | 0.2 | 2.1 | -6.5 | -0.1 | -5.5
CCCCCCCCN1C(=O)[C@@H](CC(=O)N2CCOCC2)C[C@@]2(C(=O)OC)C1=C[C@H](C1CCCC1)O[C@@H]2C | 4.1 | . | . | -1.3 | -5.6 | . | 0.1 | .
O=C(N[C@@H]1CC[C@@H](CCn2cc(C3CCCCC3)nn2)O[C@@H]1CO)c1cccnc1 | 2.1 | 18.2 | 5.7 | -0.4 | 2.9 | 5.4 | -0.9 | -1.0
O=C(NNC(=O)c1ccc2ccccc2c1O)c1cccs1 | 4.9 | -11.7 | . | -12.7 | -4.8 | -1.0 | 0.1 | 10.4
Cc1ccc(CNS(=O)(=O)c2ccc3c(c2)CCN3C(=O)CCCC(=O)O)cc1 | -2.5 | 16.5 | -2.1 | -1.3 | -9.8 | . | 0.0 | .
O=C(NC1CCCC1)c1sc(=S)n2c1[nH]c(=O)c1ccccc12 | . | -28.7 | 2.2 | . | . | -2.8 | . | -15.1
O=C(NCC[C@H]1CC[C@H](NC(=O)c2cnccn2)[C@H](CO)O1)Nc1ccc(F)cc1 | -0.7 | 1.1 | -10.8 | 1.1 | 0.8 | 4.5 | -0.3 | 3.4
NNC(=O)Cn1cnc2ccccc21 | -1.2 | 1.1 | 0.4 | 6.4 | -19.7 | . | -0.6 | .
Cc1ccc(Nc2ncnc3ccccc23)cc1 | -1.1 | 16.9 | . | 2.8 | -12.0 | -4.7 | 0.1 | 46.3*
C=CCNc1nc(C(=O)OCC(=O)c2ccccc2)cs1 | 2.5 | 14.0 | -16.7 | -2.4 | -17.7 | -2.8 | 0.0 | 54.9*
C[C@@H]1CN([C@H](C)CO)C(=O)Cc2cc(NS(=O)(=O)c3ccc(F)cc3)ccc2O[C@@H]1CN(C)Cc1ccc(-c2ccccc2)cc1 | 1.8 | 7.6 | . | . | . | . | -0.9 | 6.1
CN1C(=O)c2cc(NC(=O)NC3CCCC3)ccc2OC[C@H]2O[C@H](CC(=O)O)CC[C@H]21 | -1.2 | -0.4 | 12.8 | -0.7 | -20.9 | 13.2 | 0.2 | -3.9
Cc1c(C(=O)NCCCN2CCCC2=O)oc2c(Cl)cccc12 | 4.0 | -2.2 | -4.0 | -8.8 | -4.6 | . | -0.1 | .
COc1cc(NC(N)=S)c(OC)cc1Cl | 1.1 | 5.4 | 0.3 | 1.5 | -9.1 | . | 0.3 | 0.2

Entries above that have an aryl methoxy group, in the order listed:
SMILES | CFTR F508del cor | GSIS activator | ARNT TACC3 PPI | ERAP1 HTS inh | RAD52 anneal inh | RAD54 inh | Xi reactivation | esBAF inh
COc1cccc(NC(=O)CN(C)C(=O)[C@@H]2CCCN2C(=O)c2cccs2)c1 | 4.1 | . | 5.5 | 0.2 | 2.1 | -6.5 | -0.1 | -5.5
COc1cc(NC(N)=S)c(OC)cc1Cl | 1.1 | 5.4 | 0.3 | 1.5 | -9.1 | . | 0.3 | 0.2

The list goes on.
SMILES | CFTR F508del cor | GSIS activator | ARNT TACC3 PPI | ERAP1 HTS inh | RAD52 anneal inh | RAD54 inh | Xi reactivation | esBAF inh
O=C(CCNC(=O)c1ccco1)NCc1ccc(C(=O)O)cc1 | -5.0 | 6.0 | 2.5 | 1.2 | -11.6 | -10.0 | 0.1 | -3.8
COc1ccc(S(=O)(=O)Nc2cccc3c2O[C@@H](CN(C)Cc2ccc(-c4ccccc4)cc2)[C@@H](C)CN([C@H](C)CO)C3=O)cc1 | 0.1 | -15.3 | 10.3 | 1.2 | 31.8 | -0.4 | -1.2 | 8.6
CCn1c(C)nc2cc(OC)ccc21 | -0.6 | 2.5 | -0.6 | 5.7 | 7.0 | 7.6 | 0.0 | 1.7
CN(CC1CCCO1)S(=O)(=O)c1ccc(C(=O)Nc2nccs2)cc1 (stereo not given) | 2.4 | 19.0 | -1.4 | -0.6 | -23.0 | . | 0.0 | 13.5
CC(C(=O)Nc1ccc(Cl)cc1Cl)N1C(=O)NC2(CCCCCCC2)C1=O (stereo not given) | 1.0 | -6.9 | 6.1 | -12.0 | -16.4 | -5.2 | -0.2 | -2.6
COc1cc(/C=C2\N=C(c3ccccc3)OC2=O)ccc1OCc1c(C)no[n+]1[O-] | . | 17.7 | 0.7 | . | . | . | 0.0 | -4.8
O=C(NC(=S)NCc1ccncc1)c1ccccc1 | -1.2 | 13.5 | 27.0 | 0.4 | -11.6 | 2.2 | 0.1 | .
Cc1csc(NC(=O)CSc2nnc(-c3ccncc3)o2)n1 | . | 5.3 | 6.9 | . | . | 6.7 | . | 17.4
O=C(O)c1cccc(N2C(=O)C3CC=C(Cl)CC3C2=O)c1 (stereo not given) | 2.0 | -0.5 | -5.8 | . | -15.1 | -8.6 | -0.1 | -5.9
COc1ccc(S(=O)(=O)N[C@H]2C=C[C@@H](CC(=O)NCCc3ccccc3)O[C@H]2CO)cc1 | -1.3 | 2.2 | 5.3 | 1.7 | 0.9 | -4.2 | -0.7 | -1.7
CN(C)C(=O)C[C@H]1CC[C@H]2[C@H](COc3ccc(NC(=O)C4CCOCC4)cc3C(=O)N2C)O1 | -0.2 | 2.7 | -7.0 | -0.2 | -7.2 | -8.3 | 0.4 | 1.5
CCN1C(=O)[C@H]2[C@@H](c3ccc(-c4cccc(Cl)c4)c(OC)c3)N[C@@](Cc3ccccc3)(C(=O)OC)[C@H]2C1=O | -0.5 | 14.1 | 13.5 | -0.5 | -13.4 | -29.6 | 0.0 | -9.5
O=C(Nc1ccccc1)N1CC(=O)N2[C@H](CO)[C@H](c3ccc(C#CC4CCCC4)cc3)[C@H]2C1 | -2.6 | -29.1 | . | -1.9 | 8.0 | . | 0.0 | .
Cc1ccc(S(=O)(=O)NC(=O)C2CCCCC2)cc1 | -3.7 | 25.7 | -8.6 | -4.2 | -3.2 | -4.5 | 0.4 | -5.4
CCC(=O)c1ccc(OCC(=O)Nc2cc(S(=O)(=O)N3CCCCC3)ccc2N2CCN(CC)CC2)cc1 | 3.1 | -21.8 | 5.0 | 4.1 | 4.4 | -2.8 | 0.3 | -1.8
Cc1ccc(C(=O)N/C(=C\c2cn(S(=O)(=O)N(C)C)c3ccccc23)C(=O)NCCN2CCOCC2)cc1 | 1.0 | -11.3 | 2.5 | 0.0 | 6.7 | -2.7 | 0.1 | 1.2
O=C(Nc1ccc(S(=O)(=O)N2CCCCC2)cc1)c1ccc(=O)[nH]c1 | 2.3 | 11.7 | 3.7 | 0.7 | -20.5 | 4.1 | 0.2 | -0.6
CN(CC(=O)Nc1c(Cl)cccc1Cl)C(=O)CNC(=O)C1CCCCC1 | 1.8 | 10.0 | -6.2 | 2.8 | -4.1 | -13.1 | 0.1 | 5.5
O=C1CSC(c2cccnc2)N1Cc1ccc(Cl)cc1 (stereo not given) | 1.7 | -2.1 | -2.8 | . | -12.9 | -6.5 | 0.1 | -0.1
CO[C@@H]1CN(C)C(=O)c2cc(NS(=O)(=O)CC(F)(F)F)ccc2OC[C@H](C)NC[C@@H]1C | -3.1 | 0.0 | -0.1 | 12.5 | -9.4 | 6.8 | 0.2 | 0.6
CCN(Cc1ccncc1)Cc1nc(Cc2ccccc2Cl)no1 | -1.5 | 0.3 | -1.3 | . | -7.8 | 0.7 | -0.1 | -18.3
C[C@@H]1CN([C@H](C)CO)C(=O)c2cc(N(C)C)ccc2O[C@@H]1CN(C)C(=O)Nc1ccc(F)cc1 | 1.1 | 22.0 | 5.5 | -1.1 | -6.9 | -13.0 | -0.8 | -2.2
O=Nc1onc(-c2ccc([N+](=O)[O-])cc2)c1NO | 4.5 | -19.1 | 6.5 | 0.8 | 5.7 | . | -0.2 | .
Cc1nn(Cc2c(Cl)cccc2Cl)c(C)c1NC(=O)CCCn1nc([N+](=O)[O-])c(Cl)c1C | -1.5 | -1.9 | 1.3 | -2.9 | -12.4 | -11.3 | 0.3 | .
CNC[C@H]1Oc2ccc(NS(=O)(=O)c3ccc(F)cc3)cc2CC(=O)N([C@@H](C)CO)C[C@H]1C | 0.2 | 17.3 | -21.6 | -2.3 | 10.8 | -1.7 | 0.3 | -7.8
CN(C)CCCN(C(=O)c1ccc(S(=O)(=O)N(C)C2CCCCC2)cc1)c1nc2ccc(Br)cc2s1 | -1.3 | -15.8 | -3.9 | 2.3 | 1.1 | -4.9 | 0.2 | -6.4
CC1(C(=O)NCc2cccc3ccccc23)CCN1Cc1ccc(-c2ccccc2)o1 (stereo not given) | 0.9 | 5.2 | . | -0.7 | -110.9 | 3.7 | 0.2 | 2.3
CN(C)CCCNC(=O)C[C@H]1C[C@H](C(=O)N2CCOCC2)[C@@]2(CCC3CCCC3)c3[nH]c4cc(-c5ccco5)ccc4c3CCN2C1=O | 0.4 | 9.3 | 17.9 | . | 51.6* | 28.7 | -0.1 | -3.9
CCCC(=O)Nc1cc(C)c(NC(=O)c2cccs2)cn1 | . | -5.7 | 2.0 | -2.4 | -9.1 | . | 0.0 | .
CC(=O)c1c(C)[nH]c(C(=O)Nc2cccc(C#N)c2)c1C | 3.7 | -0.9 | -17.0 | -3.3 | 1.6 | 8.8 | 0.0 | 13.0
Cc1ccccc1-c1nc(CS(=O)CC(=O)NCCc2ccc(Cl)cc2)c(C)o1 (stereo not given) | -0.4 | -35.0 | -14.0 | 0.3 | -7.9 | 0.4 | 0.0 | -0.7
O=C(NCCN1C(=O)S/C(=C/c2ccccc2)C1=O)C1CCCN1C(=O)c1cccs1 (stereo not given) | . | 0.6 | -2.9 | 2.6 | -4.1 | . | -0.1 | .
O=C(CSc1ccccn1)Nc1cccc([N+](=O)[O-])c1 | 0.3 | -7.3 | 9.8 | 8.1 | -37.8 | . | -0.1 | .
OCCNc1nc(Nc2ccccc2OC(F)(F)F)nc(N2CCCC2)n1 | 2.6 | -11.3 | 2.0 | -1.4 | -5.9 | -8.5 | -0.1 | -9.2
COc1cccc(S(=O)(=O)Nc2ccc3c(c2)[C@H]2C[C@H](CC(=O)NC4CCCCC4)O[C@@H](CO)[C@H]2O3)c1 | 2.3 | -6.7 | 12.0 | -1.7 | 5.3 | -4.0 | 0.0 | 5.7
NC[C@H](O)c1ccc(O)c(O)c1 | 1.1 | -31.7 | 7.3 | 2.9 | 69.8* | -4.5 | 0.1 | -1.8
O=C(NNC(=O)c1ccccc1Br)c1cnccn1 | 0.9 | 10.6 | 18.5 | -1.4 | -8.5 | 1.3 | 0.0 | 10.5
COCCn1c(SCC(=O)N(C)c2c(N)n(Cc3ccccc3)c(=O)[nH]c2=O)nnc1-c1cccc(C)c1 | 2.1 | 14.9 | 1.6 | 0.7 | -5.4 | 2.4 | 0.0 | -4.0
O=C(O)CC/C(=N\NC(=O)CNC(=O)c1cccc(Cl)c1)c1ccccc1 | 0.2 | -5.6 | . | -0.5 | -19.9 | . | 0.0 | .
COc1ccc(-n2nnc3c(=O)n(CC(=O)N4CCC(C)CC4)cnc32)cc1 | -0.8 | . | -1.1 | 1.6 | 8.0 | 3.6 | 0.0 | 0.3
Cc1ccc(S(=O)(=O)N[C@@H]2CC[C@H](CC(=O)O)O[C@H]2CO)cc1 | 1.3 | 11.6 | 7.4 | -2.6 | -8.8 | 2.4 | 1.6 | -6.5
